bIAP inhibitor – blocks bovine intestinal alkaline phosphatase activity; purified bovine IAP, CDP-star luminescence, 30 min; inhibition, % at 20 µM; 190,000 tested, under 10 active;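 active means over 50% inhibition of intestinal alkaline phosphatase at 20 µM in the single-dose screen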
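Incubation: 30 min reaction at room temperature / Material: purified bovine intestinal alkaline phosphatase (IAP) enzyme / Input: enzyme at 1/65,000,000 dilution / Dosing: 20 µM single dose / Signal: CDP-star luminescence signal / Reagent: CDP-star chemiluminescent phosphatase substrate, 30 µM final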
TNAP inh no acc – inhibitors of human TNAP without phosphate acceptor | 200,000 tested, 0.26% active | P05186 | purified TNAP, CDP-star luminescence, 30 min | inhibition, % at 20 µM;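 active means tissue-nonspecific alkaline phosphatase inhibition above about 50% at 20 µM in the single-dose screen, limit read from the data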;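 further: 0% = DMSO negative control and 100% = EDTA positive control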
Target sequence (P05186 whole entry, looked up): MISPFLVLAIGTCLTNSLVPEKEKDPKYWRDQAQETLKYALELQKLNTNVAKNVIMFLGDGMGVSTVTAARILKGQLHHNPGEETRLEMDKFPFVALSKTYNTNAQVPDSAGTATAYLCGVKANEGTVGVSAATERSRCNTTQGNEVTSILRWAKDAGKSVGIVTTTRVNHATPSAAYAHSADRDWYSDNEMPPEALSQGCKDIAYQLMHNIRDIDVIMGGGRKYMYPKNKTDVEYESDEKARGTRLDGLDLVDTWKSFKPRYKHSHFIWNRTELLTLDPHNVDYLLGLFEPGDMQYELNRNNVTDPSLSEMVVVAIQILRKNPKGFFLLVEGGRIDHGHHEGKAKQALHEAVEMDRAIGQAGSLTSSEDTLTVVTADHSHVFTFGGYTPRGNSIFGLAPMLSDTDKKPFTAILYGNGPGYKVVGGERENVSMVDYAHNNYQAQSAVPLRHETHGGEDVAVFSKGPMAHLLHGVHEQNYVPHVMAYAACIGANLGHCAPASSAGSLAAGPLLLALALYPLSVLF
Efa HMGR inh – inhibitors of class II HMG-CoA reductase from Enterococcus faecalis | purified E. faecalis HMGR, NADPH absorbance 340 nm kinetic | inhibition, % at 10 µM | 190,000 tested, 0.41% active;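 active means inhibition above a set limit, the median over all tested compounds plus 3 SD, cut at about 9.5% in these data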;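 further: enzyme runs in reverse so mevalonate oxidation gives rising NADPH absorbance; 0% = complete reaction with DMSO and 100% = background rate lacking mevalonate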
PPARg SRC3 recr – PPARgamma-driven SRC-3 recruitment agonism; P37231; biochemical PPARgamma/SRC-3 coactivator recruitment assay; activation, % at 8 µM; 200,000 tested, 0.26% active; in the data active means activation above about 23%;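 further: 0% = DMSO and 100% = reference agonist; some compounds past the cut are filed as inactive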
Target sequence (P37231 whole entry, looked up): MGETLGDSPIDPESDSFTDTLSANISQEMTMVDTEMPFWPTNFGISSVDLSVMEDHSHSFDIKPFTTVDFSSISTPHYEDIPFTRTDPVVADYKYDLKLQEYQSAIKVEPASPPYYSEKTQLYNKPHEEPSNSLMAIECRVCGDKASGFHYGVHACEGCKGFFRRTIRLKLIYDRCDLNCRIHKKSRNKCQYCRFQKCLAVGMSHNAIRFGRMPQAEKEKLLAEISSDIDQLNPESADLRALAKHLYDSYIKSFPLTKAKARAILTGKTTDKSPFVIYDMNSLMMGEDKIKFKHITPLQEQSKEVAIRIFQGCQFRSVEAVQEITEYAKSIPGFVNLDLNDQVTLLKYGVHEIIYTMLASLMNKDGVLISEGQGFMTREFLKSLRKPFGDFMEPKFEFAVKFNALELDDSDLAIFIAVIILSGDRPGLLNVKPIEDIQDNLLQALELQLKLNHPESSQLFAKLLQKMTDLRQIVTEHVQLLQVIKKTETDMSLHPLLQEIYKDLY
PPARg SRC-2 ag – promotes SRC-2 coactivator recruitment by human PPARgamma. P37231. PPARgamma LBD-SRC-2 recruitment, biochemical. activation, % at 8 µM. 200,000 tested, 0.34% active. AID 1032; in the data active means activation above about 22%;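 further: 0% = vehicle and 100% = reference agonist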
bIAP act – intestinal alkaline phosphatase (bovine) activation | AID 1016 | activation factor at 20 µM | 200,000 tested, 0.17% active | purified bovine IAP, CDP-star luminescence, 30 min; stronger effect = higher value; fold of DMSO-control signal, blank-subtracted;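 active means activation factor of 2 or more at 20 µM, a signal rise over negative controls twice the positive control's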
TR-FRET SRC-2 ct – TR-FRET artefact, counter-screen to PPARgamma/SRC-2 agonist assay | stronger effect = higher value | 200,000 tested, 0.4% active | AID 1049 | TR-FRET ratio at 8 µM; in the data active means TR-FRET ratio above about 2000; further: inactives centre near 1500
PPARg SRC1 recr – agonists of human PPARgamma SRC-1 coactivator recruitment; PPARgamma-SRC-1 coactivator recruitment biochemical assay; activation, % at 8 µM; 200,000 tested, 0.41% active; P37231; in the data active means activation above about 19%;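 further: 0% = DMSO and 100% = reference agonist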
TNAP inh hi DEA – blocks human TNAP under high phosphate acceptor concentration; P05186; purified TNAP, CDP-star luminescence, 1 M DEA; inhibition, % at 20 µM; 200,000 tested, 0.03% active; AID 1135;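 active means over 50% inhibition of tissue-nonspecific alkaline phosphatase at 20 µM in the single-dose screen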;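 further: plate controls were DMSO wells for no effect and EDTA-quenched wells as full inhibition for full effect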
TNAP act hi DEA – TNAP (human) activation, high acceptor | 200,000 tested, under 10 active | purified TNAP, CDP-star luminescence, 1 M DEA, 30 min; stronger effect = higher value; 0 = EDTA background, 1 = DMSO-only activity | activation factor at 20 µM | AID 1136;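 active means activation factor at least 2 at 20 µM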
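system = human TNAP | amount = enzyme diluted 1/800 final | reagent = 100 µM CDP-star substrate | signal = luminescent substrate turnover signal | dosing = one dose, 20 µM | benchmarks = EDTA negative control, DMSO positive control | measure = activation factor | timing = 30 min reaction, room temperature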
* marks the source's active call; other numbers are inactive results; . = not tested or not shown.

SMILES	bIAP inhibitor	TNAP inh no acc	Efa HMGR inh	PPARg SRC3 recr	PPARg SRC-2 ag	bIAP act	TR-FRET SRC-2 ct	PPARg SRC1 recr	TNAP inh hi DEA	TNAP act hi DEA
O=C(NCc1cccnc1)c1ccc(CS(=O)(=O)Cc2ccc(Cl)cc2)o1	5	-3	-3	-11	-4	0.9	1282	0	-3	1
S=c1[nH]nc(-c2ccncc2)n1Cc1ccco1	7	11	1	13	5	0.9	1620	-3	6	0.9
Cc1cc(C(=O)Nc2cccc(C(=O)O)c2)c(C)o1	13	-13	-9	-4	10	0.9	1459	-1	-9	1.1
O=C(NCCc1ccc(Cl)cc1)Nc1cccc(Cl)c1	7	-13	-4	9	3	0.9	1422	2	-7	1.1
O=C(CSc1nc2ccccc2[nH]1)N1CCN(c2ccc(F)cc2)CC1	-7	2	0	-3	2	1.1	1457	2	1	1
Cc1nnc(NC(=O)c2c(-c3ccccc3)noc2C)s1	3	-5	-4	-12	-2	1	1556	-2	3	1
O=c1cc(Nc2ccc3c(c2)OCCO3)[nH]c(=O)n1Cc1ccc(F)cc1	-10	-6	-13	2	-7	1.1	1555	0	-1	1
O=C(Cc1ccc(Cl)cc1)NNc1c(F)c(F)cc(F)c1F	13	-6	-8	-2	0	0.9	1381	-3	0	1
CC(C)(C)C(=O)N1CCN(c2ccc([N+](=O)[O-])cc2Cl)CC1	.	.	.	4	-2	.	1420	6	.	.
NC(=O)COC(=O)CCCc1nc2ccccc2s1	12	-17	-4	1	7	0.9	1626	4	-3	1
Cc1ccc(N2CC(C(=O)NC3=NCCS3)CC2=O)cc1 (stereo not given)	4	-17	1	1	4	1	1604	-5	-8	1.1
O=C1CC(Sc2nnnn2C2CCCCC2)C(=O)N1c1ccccc1 (stereo not given)	2	-10	-3	0	2	1	1565	0	-3	1
O=C(CN1CCN(C2CCCCC2)CC1)c1c[nH]c2ccccc12	-2	-10	.	-1	6	1	1758	5	-7	1.1
CCCCC(=O)NC1=C(C(=O)OC)SCC1	21	-2	-3	2	5	0.8	1586	7	-2	1
C=CCCCCCCCCC(=O)NN	13	-9	-7	-9	-5	0.9	1267	-3	-5	1
CC1CN(c2cc(-c3ccccc3)c3ccccc3n2)CC(C)O1 (stereo not given)	-16	-3	-2	2	9	1.2	1643	1	0	1
O=C(/C=C/c1ccco1)N1CCN(S(=O)(=O)/C=C/c2ccccc2)CC1	-2	-3	-3	7	-7	1	1795	-4	-6	1.1
CCCCCn1c(=NC(=O)c2ccco2)c(C(=O)OCC)cc2c(=O)n3ccccc3nc21	20	-7	-7	4	13	0.8	1634	-6	2	1
CCOC(=O)c1c(C)n(C)c2ccc(OCC(N)=O)cc12	11	-14	-2	13	9	0.9	1462	3	-3	1
O=C(O)CCCNS(=O)(=O)/C=C/c1ccccc1	9	0	-1	4	-3	0.9	1627	-3	-5	1
CCCCn1nc(C(=O)N[C@@H](CCSC)c2nc3ccccc3[nH]2)c2ccccc2c1=O	2	-9	5	-5	10	1	1643	9	-5	1
CC(C)NC(=O)c1ccccc1NC(=O)C(C)Oc1ccccc1 (stereo not given)	-11	-11	-16	9	5	1.1	1699	4	-3	1
CCn1cc(/C=N/O)c(C)n1	4	-5	-3	-1	3	1	1437	6	-6	1.1
Cc1cc(C(F)(F)F)nn1CC(=O)Nc1ccc(Br)c2cccnc12	9	-15	-2	-6	2	0.9	1501	-6	-6	1.1
COc1ccc(-c2[nH]nc(-c3ccccc3)c2-c2nc3ccccc3[nH]2)cc1	-23	11	5	-2	-1	1.2	1642	3	-7	1.1
Other records:
SMILES	bIAP inhibitor	TNAP inh no acc	Efa HMGR inh	PPARg SRC3 recr	PPARg SRC-2 ag	bIAP act	TR-FRET SRC-2 ct	PPARg SRC1 recr	TNAP inh hi DEA	TNAP act hi DEA
Cc1ccc2oc(=O)cc(CN3CCC(C)CC3)c2c1	10	15	0	13	23*	0.9	1609	-3	-2	1
O=C(Nc1ccc2c(c1)C(=O)NC2=O)c1ccc(Cl)s1	15	-8	-2	4	-1	0.8	1439	0	-8	1.1
CCS(=O)(=O)Nc1ccc(C(=O)CC2(O)C(=O)Nc3ccccc32)cc1 (stereo not given)	12	-2	-5	10	-7	0.9	1510	-2	-3	1
N#Cc1ccc(CSc2nnc(-c3cccs3)n2-c2ccccc2)cc1	15	-4	-1	6	13	0.8	1675	2	3	1
Cc1ccc(SC(C)C(=O)Nc2ccccc2C(=O)N2CCOCC2)cc1 (stereo not given)	1	-13	-1	6	10	1	1518	4	-7	1.1
O=C(Oc1ccc2c(=O)c(Oc3ccc4ccccc4c3)coc2c1)c1cncc(Br)c1	37	-6	1	7	2	0.6	1646	4	1	1
Nn1cnc2c(c1=O)C1(CCCCC1)Cc1ccccc1-2	14	-16	0	1	8	0.9	1569	0	-5	1.1
C=CCn1c(SCC(=O)Nc2cc3oc4ccccc4c3cc2OC)nnc1-c1cnccn1	19	-4	0	6	16	0.8	1651	16	-9	1.1
CCOC(=O)c1c(NC(=O)c2ccco2)sc2c1CCCC2	2	-7	-6	3	3	1	1609	2	-4	1
COc1cccc(C(C(=O)NC(C)(C)C)N(C(=O)CCC(=O)Nc2cc(C)on2)C(C)(C)C)c1OC (stereo not given)	8	-7	-5	1	2	0.9	1386	1	0	1
COC(=O)CCSc1cc([N+](=O)[O-])cc2c1c(C1OCCO1)nn2-c1ccccc1	4	-31	-3	1	6	1	1670	0	3	1
COc1ccccc1OCC(=O)NC1CCCCCC1	10	-10	-5	-11	-4	0.9	1565	2	0	1
COc1ccc(-n2nc(C(=O)NCC(=O)Nc3ccccn3)c3ccccc3c2=O)cc1	-6	-10	-7	12	-1	1.1	1771	0	-1	1
NC(=O)CSC1=N/C(=C\c2ccco2)C(=O)N1c1ccc(OC(F)F)cc1	2	15	3	3	4	1	1553	12	-2	1
CC1(C)Cc2c(c(N3CCCC3)nc3sc4c(N5CCN(CCO)CC5)ncnc4c23)CO1	4	-4	-15	19	5	1	1547	6	2	1
Cc1ccc(C(=O)NCC(=O)N/N=C/c2cccs2)cc1C	1	-8	3	-1	-1	1	1598	-6	-4	1
Cc1cc(NC(=O)CSc2nc3ccccc3c(=O)n2C2CCCC2)no1	4	-8	-10	1	7	1	1537	-5	-5	1.1
CN(C)C=NC(=O)/C(C#N)=C/c1ccccc1	5	-6	1	5	7	0.9	1718	5	1	1
COc1cc2c(cc1OC)C(c1cccs1)NCC2 (stereo not given)	4	-4	3	-3	-3	1	1549	6	-6	1.1
COC(=O)c1cc(NC(=O)Cc2cc(OC)c(OC)c(OC)c2)cc(C(=O)OC)c1	3	-7	0	4	8	1	1699	0	-6	1.1
CN(C)c1nc2ccccc2c(N)c1-c1ccccc1	24	-9	-6	-10	2	0.8	1468	4	-2	1
O=C(Cn1ncc(N2CCOCC2)c(Cl)c1=O)c1ccc(Cl)cc1	1	-6	1	0	5	1	1589	1	-1	1
CCN(CC)S(=O)(=O)c1cccc(NC(=O)COC(=O)c2cc(C)oc2C)c1	24	-12	0	-8	3	0.8	1473	0	-6	1.1
COc1ccc(/C=C(\C#N)C(=O)NCCc2ccccc2)cc1OCc1ccccc1	15	2	-3	1	-4	0.9	1634	-1	-5	1
Cc1ccc(C(=O)NCCSC(C)(C)C)cc1	3	0	-2	-5	1	1	1398	-7	-5	1.1

Brought forward from above: four entries, then new ones.
SMILES	bIAP inhibitor	TNAP inh no acc	Efa HMGR inh	PPARg SRC3 recr	PPARg SRC-2 ag	bIAP act	TR-FRET SRC-2 ct	PPARg SRC1 recr	TNAP inh hi DEA	TNAP act hi DEA
O=C(Cn1ncc(N2CCOCC2)c(Cl)c1=O)c1ccc(Cl)cc1	1	-6	1	0	5	1	1589	1	-1	1
CCN(CC)S(=O)(=O)c1cccc(NC(=O)COC(=O)c2cc(C)oc2C)c1	24	-12	0	-8	3	0.8	1473	0	-6	1.1
COc1ccc(/C=C(\C#N)C(=O)NCCc2ccccc2)cc1OCc1ccccc1	15	2	-3	1	-4	0.9	1634	-1	-5	1
Cc1ccc(C(=O)NCCSC(C)(C)C)cc1	3	0	-2	-5	1	1	1398	-7	-5	1.1
CCC(Sc1nc2ccccc2c(=O)n1CC1CCCO1)C(=O)NCc1cccnc1 (stereo not given)	3	-9	-1	12	0	1	1639	5	-4	1
COCCN(C(=O)CSc1nnc(Nc2ccccc2F)s1)c1c(N)n(Cc2ccccc2)c(=O)[nH]c1=O	-38	-4	-2	-5	-2	1.4	1503	0	-7	1.1
COc1ccc(C(=O)N2CCC(N3CCN(c4ccccc4)CC3)CC2)cc1	2	-15	0	0	-5	1	1531	-2	-6	1.1
COc1ccc(CCNC(=O)COC(=O)Cc2cc(OC)c(OC)c(OC)c2)cc1	-4	-3	-3	0	3	1	1284	-4	-3	1
COC(=O)CN1C(c2ccccc2O)Nc2ccc(Br)cc2C1c1ccccc1 (stereo not given)	2	-102	6	3	3	1	1543	-6	-6	1.1
Cc1ccc(SCC(=O)NC(=O)NC(C)C)c(C)c1	1	-20	1	5	5	1	1518	-3	-3	1
CCOC(=O)c1c(C)[nH]c(C(=O)COC(=O)c2oc3ccc(OC)cc3c2C)c1C	2	6	-1	1	2	1	1411	5	2	1
Brc1ccc(C=Nc2ccc(Nc3ccccc3)cc2)s1	20	-5	-6	2	29*	0.8	1648	9	4	1
Cn1c(=O)c2c(nc(SCC(=O)OCc3ccccc3)n2C)n(C)c1=O	6	-11	-11	2	-1	0.9	1583	2	-12	1.1
CS(=O)(=O)c1ccc(Cl)c(NC(=O)CCl)c1	-2	5	-2	-1	2	1	1642	7	0	1
CCCCn1c(=O)n(CC(=O)Nc2c(CC)cccc2CC)c(=O)c2c1nc(CO)n2CCC	0	-11	-4	-2	12	1	1601	4	-7	1.1
CN1C(=O)CC(C(=O)Nc2ccc(F)cc2)SC1=Nc1ccc2c(c1)OCO2 (stereo not given)	10	-10	-1	8	4	0.9	1498	3	-6	1.1
O=C(NC1CCCCC1)C(c1ccncc1)N(Cc1ccc2c(c1)OCO2)C(=O)C(F)(F)F (stereo not given)	9	-10	4	2	3	0.9	1461	7	-3	1
COc1ccc2c(c1)C=C(C(=O)NCc1ccc(Cl)cc1)CO2	47	-6	-1	4	9	0.5	1675	8	2	1
NC(=O)CN1CCN(c2ccccc2F)CC1	6	-10	-1	-3	0	0.9	1642	0	-4	1
O=[N+]([O-])c1ccc(C=Nc2cccc3ccccc23)s1	5	5	-7	5	5	0.9	1467	0	0	1
OC(CN1c2ccccc2Sc2ccccc21)Cn1nnc2ccccc21 (stereo not given)	14	-2	-10	6	-5	0.9	1385	2	-4	1
Cc1ccc([N+](=O)[O-])cc1-c1ccc(/C=N/NC(=O)c2cc3c(ccc4ccccc43)o2)o1	-2	-1	-4	-13	-1	1	1461	4	-6	1.1
COc1cccc(/C=N/NC(=O)Cn2nc(C)c([N+](=O)[O-])c2C)c1O	-3	-68	-4	3	2	1	1645	0	-2	1
O=C(CCc1ccccc1)NC(c1cccs1)c1cc(Cl)c2cccnc2c1O (stereo not given)	-2	-11	-3	1	1	1	1645	8	-7	1.1
CCOc1ncccc1C(=O)OCC(=O)N1CC(=O)Nc2ccccc21	4	-4	3	11	6	1	1621	12	6	0.9
CCCOc1ccc(C2NC(=O)NC(c3ccccc3)=C2C(C)=O)cc1OCC (stereo not given)	10	-12	-2	2	2	0.9	1618	-2	-11	1.1
